DRD3 antagonist – qHTS of D3 Dopamine Receptor Antagonist: qHTS; max response, negative = inhibition, %; 2.5% of 360,000 active; D3R cells, DiscoveRx beta-arrestin luminescence, antagonist mode; hits give low values; AID 652054, 2013; in the data active means max response below about -50%; inconclusive means no clear call, values can overlap the other calls; further: on the % scale 0 is the no-effect control and ±100 the full control effect; mostly tested at two doses, the higher about 12 µM
Target sequence (P35462 whole entry, looked up): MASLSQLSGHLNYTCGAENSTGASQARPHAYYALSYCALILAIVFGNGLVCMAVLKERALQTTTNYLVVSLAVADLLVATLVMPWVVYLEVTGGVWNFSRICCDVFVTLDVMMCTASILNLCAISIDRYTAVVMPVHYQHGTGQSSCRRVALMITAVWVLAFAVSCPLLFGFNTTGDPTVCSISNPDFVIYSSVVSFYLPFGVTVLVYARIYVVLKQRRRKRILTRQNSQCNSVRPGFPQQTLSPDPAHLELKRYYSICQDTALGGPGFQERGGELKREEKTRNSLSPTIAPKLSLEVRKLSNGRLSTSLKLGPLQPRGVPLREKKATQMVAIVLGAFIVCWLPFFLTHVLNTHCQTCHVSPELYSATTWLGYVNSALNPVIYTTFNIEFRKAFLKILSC
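Cells expressing the human receptor were seeded at 1500 cells/well, incubated overnight at 37 degrees C in 5% CO2, then exposed to library compounds with dopamine controls for 90 minutes at 37 degrees C before luminescent detection.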
PTHR1 agonist – qHTS for PTHR1 Agonists: Primary Screen; Parathyroid hormone/parathyroid hormone-related peptide receptor (Homo sapiens), Q03431; HEK293 GP2 PTHR1 cells, GloSensor cAMP luminescence, 1 h; Potency, µM (highest dose often 115 µM), inactives show at the highest dose activation, actives largely listed as activators; 0.075% of 410,000 active; AID 743266, 2014; further: potency means the concentration at half of the fitted maximal effect; nearly all actives have a fitted effect of over 55% in size; some results filed as inactive show a strong effect at the top dose; inactives centre near -15; many of its hits are not listed in these tables
Target sequence (Q03431 whole entry, looked up): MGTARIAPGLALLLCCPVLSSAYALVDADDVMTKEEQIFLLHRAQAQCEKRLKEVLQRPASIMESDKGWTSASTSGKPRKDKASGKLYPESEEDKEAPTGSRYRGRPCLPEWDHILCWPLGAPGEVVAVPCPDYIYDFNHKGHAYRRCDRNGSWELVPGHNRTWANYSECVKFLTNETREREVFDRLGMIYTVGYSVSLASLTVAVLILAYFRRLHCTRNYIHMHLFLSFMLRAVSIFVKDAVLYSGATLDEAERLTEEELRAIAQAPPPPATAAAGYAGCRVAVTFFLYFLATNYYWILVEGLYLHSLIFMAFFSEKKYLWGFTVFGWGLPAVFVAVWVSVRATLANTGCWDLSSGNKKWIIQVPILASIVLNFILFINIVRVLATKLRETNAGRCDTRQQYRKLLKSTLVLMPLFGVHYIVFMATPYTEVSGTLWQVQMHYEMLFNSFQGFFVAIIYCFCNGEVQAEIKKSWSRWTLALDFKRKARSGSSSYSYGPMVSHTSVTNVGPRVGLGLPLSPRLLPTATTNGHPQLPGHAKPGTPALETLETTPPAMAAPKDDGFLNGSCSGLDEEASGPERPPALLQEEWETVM
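HEK-293-derived GP2 cells expressing PTHR1 and a GloSensor cAMP reporter, 3,000/well, plated overnight, given luciferin plus IBMX (each 0.5 mM as added) for 1 h at 37 °C, then compound for 1 h at 37 °C. Luminescence was read after 15 min at room temperature.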
EPAC2 antagonist – qHTS for Antagonist of cAMP-regulated guanine nucleotide exchange factor 2 (EPAC2): primary screen; AID 720708, 2013; EPAC2 GEF exchange of Rap1B-BODIPY-GDP, fluorescence; Potency, µM (series often up to 114 µM), without a hit: top-dose activity, negative = inhibition, most hits filed as inhibitors; 0.18% of 360,000 active; Rap guanine nucleotide exchange factor 4 (Homo sapiens), Q8WZA2; further: potency means the concentration at half of the fitted maximal effect; on the % scale 0 is the no-effect control and ±100 the full control effect; nearly all actives have a fitted effect of over 45% in size; many of its hits are not listed in these tables
pAkt inh – HTS Assay for Inhibitors of Akt Phophorylation: Primary Screen; Neuro2A IGF-stimulated pAkt S473 HTRF, 20 min; hits give low values; activity change, % for hits at 50 µM; 0.32% of 360,000 active; AID 651550, 2012; in the data active means activity change below about -80%; inconclusive means mostly about -51% to -80%; further: on the % scale 0 is the no-effect control and ±100 the full control effect
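Neuro2A cells in DMEM with 0.5% FBS, overnight at 37 deg C, given compound at single 50 µM final, then IGF (6 nM final) for 20 min at 37 deg C. Lysed; phospho-Akt Ser473 by HTRF after 24 h, 665/615 ratio.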
Mm-Cpn inhibitor – Inhibitors of TCP-1 ring complex (TRiC) of Methanococcus maripaludis (MmCpn): qHTS. purified Mm-Cpn ATPase, ADP Transcreener TR-FRET. 0.031% of 330,000 active. Chaperonin Mm-Cpn (Methanococcus maripaludis). Potency, µM (top dose mostly 76.9 µM), for inactives: at the highest dose activity, negative = inhibition, hits mostly inhibitors; further: potency means the concentration at half of the fitted maximal effect; on the % scale 0 is the no-effect control and ±100 the full control effect; nearly all actives have a fitted effect of over 80% in size
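ATPase turnover read by TR-FRET ADP competition (Eu cryptate antibody/ADP-d2, 665/590 nm): 10uM ATP final, 25nM Mm-CPN final, 30 min 37degC after 10-min compound preincubation, pH 7.4 Tris/KCl/MgCl2/DTT buffer.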
EPAC2 ag – qHTS for Agonist of cAMP-regulated guanine nucleotide exchange factor 4 (EPAC2): primary screen. EPAC2 activation, biochemical qHTS; response scale: 100% = 6.5 mM cAMP response. Potency, µM (highest dose often 154 µM), for inactives: at the highest dose activation, usual class: activators. 0.079% of 360,000 active. AID 720711, 2013; further: potency means the concentration at half of the fitted maximal effect; nearly all actives have a fitted effect of over 50% in size
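Guanine nucleotide exchange by EPAC2 is measured as reduced fluorescence of BODIPY-GDP once it is released from 250 nM Rap1B. Plates are read kinetically for 30 min at room temperature; results are scaled to 6.5 mM cAMP.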
CCT modulator – High-Throughput Screening for Modulators of Cytosolic Chaperonin Activity. purified chaperonin ATPase assay, HTRF ADP detection, 30 min. activity change, % (no concentration beside the values), hits read low. 0.3% of 360,000 active. AID 651819, 2012; in the data active means activity change below about -30%; further: on the % scale 0 is the no-effect control and ±100 the full control effect
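We incubate TRiC, 40 or 20 nM final, with library compounds at 76 uM and 10 uM ATP for 30 min at 37 °C. ADP formed is detected with Transcreener HTRF reagents after 30 min at room temperature.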
DRD3 agonist – qHTS of D3 Dopamine Receptor Agonist: qHTS; 0.58% of 410,000 active; max activation, %; D(3) dopamine receptor (Homo sapiens), P35462; D3R DiscoveRx beta-arrestin cells, luminescence, 90 min; in the data active means max activation above about 30%; further: 0% is about no effect; mostly tested at two doses, the higher about 12 µM
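Cells at 1500/well, incubated overnight, then treated with pinned compounds (dopamine as control) for 90 min at 37 degrees C. DiscoveRx reagent added for 30 - 60 minutes at room temperature; luminescence read.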
Active calls of the source: *; [ ] = remark or other dose. Unless noted, the call rests on the fitted dose curve; in most records, active means well fitted curve in the direction sought with a large enough effect; inconclusive means small, poorly fitted or top-dose-only effect, or another doubt; inactive means no such curve, though single readings can be large; an effect the other way counts as inactive or inconclusive.

What do the screens show for `CCN(CC(=O)Nc1ccc2c(c1)OCCO2)C(=O)c1ccc([N+](=O)[O-])s1`?
DRD3 antagonist: 1; PTHR1 agonist: inactive; EPAC2 antagonist: -5%; pAkt inh: inactive; Mm-Cpn inhibitor: -1%; EPAC2 ag: 0%; CCT modulator: 2.6; DRD3 agonist: -2

What do the screens show for `CCOc1ccc(N=Nc2c(C)[nH]n(-c3ccccc3)c2=O)cc1`?
DRD3 antagonist: 3; PTHR1 agonist: -35%[inhibitor]; EPAC2 antagonist: 4%; pAkt inh: inactive; Mm-Cpn inhibitor: 1%; EPAC2 ag: -1%; CCT modulator: 0.6; DRD3 agonist: 21

What do the screens show for `CC(NC(=O)c1ccc2nc(Cc3cccc(Cl)c3)oc2c1)c1ccncn1` (stereo not drawn)?
DRD3 antagonist: 8; PTHR1 agonist: -2%; EPAC2 antagonist: 0%; pAkt inh: inactive; EPAC2 ag: 0%; CCT modulator: -3.6; DRD3 agonist: 8

How did COc1cc(OC)cc(C(=O)NNC(=O)C2CSC3(C)CCC(=O)N23)c1 (stereo not drawn) do in these assays?
DRD3 antagonist: 6; PTHR1 agonist: inactive; EPAC2 antagonist: -6%; pAkt inh: inactive; Mm-Cpn inhibitor: 0%; EPAC2 ag: 4%; CCT modulator: 1.4; DRD3 agonist: -2

How did COC(=O)c1[nH]c2ccc(Br)cc2c1NC(=O)CN1CCCc2ccccc21 do in these assays?
DRD3 antagonist: 6; PTHR1 agonist: -4%[57.5 µM]; EPAC2 antagonist: 10%; pAkt inh: inactive; Mm-Cpn inhibitor: -2%; EPAC2 ag: 8%; CCT modulator: 0.9; DRD3 agonist: -1

How did CC1CCCCC12NC(=O)N(CC(=O)Nc1ccc(N3CCOCC3)cc1)C2=O (stereo not drawn) do in these assays?
DRD3 antagonist: -3; PTHR1 agonist: inactive; EPAC2 antagonist: 3%; pAkt inh: inactive; Mm-Cpn inhibitor: 1%; EPAC2 ag: -6%; CCT modulator: -1.4; DRD3 agonist: 2

How did Cc1c(NC(=S)NC(=O)C(c2ccccc2)c2ccccc2)cccc1C(=O)O do in these assays?
DRD3 antagonist: -13; PTHR1 agonist: inactive; EPAC2 antagonist: 1%; pAkt inh: inactive; Mm-Cpn inhibitor: 0%; EPAC2 ag: 5%; CCT modulator: -1.7; DRD3 agonist: 16

Results for C[C@H]1CN([C@@H](C)CO)S(=O)(=O)c2ccc(-c3ccccc3)cc2O[C@H]1CN(C)C(=O)C1CCC1 ?
DRD3 antagonist: -8; PTHR1 agonist: -20%; EPAC2 antagonist: inconclusive; pAkt inh: inactive; EPAC2 ag: 12%; CCT modulator: 1.4; DRD3 agonist: 8

How did C/C(NC1CCCCC1)=C(/C#N)C(=O)NCCN1CCOCC1 do in these assays?
DRD3 antagonist: 1; PTHR1 agonist: 2%[57.5 µM]; EPAC2 antagonist: 1%; pAkt inh: inactive; Mm-Cpn inhibitor: -4%; EPAC2 ag: -3%; CCT modulator: -5.9; DRD3 agonist: 1

What do the screens show for `COC(=O)c1ccc(S(=O)(=O)NCCc2ccccc2OC)n1C`?
DRD3 antagonist: 1; PTHR1 agonist: -5%; EPAC2 antagonist: -2%; pAkt inh: inactive; Mm-Cpn inhibitor: 0%; EPAC2 ag: 1%; CCT modulator: -4.4; DRD3 agonist: 20

Results for COc1ccc(O)c(/C=N/N2CCCCC2)c1 ?
DRD3 antagonist: 1; PTHR1 agonist: -25%; EPAC2 antagonist: -5%; pAkt inh: inactive; Mm-Cpn inhibitor: 3%; EPAC2 ag: 2%; CCT modulator: 0.8; DRD3 agonist: -3

What do the screens show for `CCOC(=O)/C(=C\C=C1/Sc2ccccc2N1CC)C(C)=O`?
DRD3 antagonist: 14; PTHR1 agonist: inactive; EPAC2 antagonist: 7%; pAkt inh: inactive; Mm-Cpn inhibitor: -4%; EPAC2 ag: 22%; CCT modulator: -0.2; DRD3 agonist: 11

How did COc1cc(C2c3[nH]c4ccccc4c3C[C@H]3C(=O)N(C4CC4)CC(=O)N23)ccc1OC(C)C (stereo partly drawn) do in these assays?
DRD3 antagonist: 0; PTHR1 agonist: -13%; EPAC2 antagonist: -6%; pAkt inh: inactive; Mm-Cpn inhibitor: 1%; EPAC2 ag: -1%; CCT modulator: -0.6; DRD3 agonist: -7

What do the screens show for `COc1ccc(C2CC(=O)c3c(C)nc(N4CCN(c5ccccc5)CC4)nc3C2)cc1` (stereo not drawn)?
DRD3 antagonist: -13; PTHR1 agonist: -4%; EPAC2 antagonist: -2%; pAkt inh: inactive; Mm-Cpn inhibitor: 3%; EPAC2 ag: 12%; CCT modulator: -0.3; DRD3 agonist: -5

What do the screens show for `COc1ccc(N(C(=O)c2ccco2)S(=O)(=O)c2cc(OC)ccc2OC)cc1`?
DRD3 antagonist: 0; PTHR1 agonist: -3%[57.5 µM]; EPAC2 antagonist: -11%; Mm-Cpn inhibitor: 2%; EPAC2 ag: 10µM*; CCT modulator: -0.7; DRD3 agonist: -5

How did Cn1c(SCC(=O)c2ccccc2F)nnc1C1CC1 do in these assays?
DRD3 antagonist: -8; PTHR1 agonist: inactive; EPAC2 antagonist: 19%; pAkt inh: inactive; Mm-Cpn inhibitor: 0%; EPAC2 ag: 10%; CCT modulator: -2.8; DRD3 agonist: -8

Results for C=CCn1c(SCC(=O)NNC(=O)Nc2cccc(Cl)c2)nnc1-c1ccccc1 ?
DRD3 antagonist: 8; PTHR1 agonist: -20%; EPAC2 antagonist: -9%; pAkt inh: inactive; Mm-Cpn inhibitor: 1%; EPAC2 ag: 13%; CCT modulator: 0.0; DRD3 agonist: -2

What do the screens show for `Clc1ccc(CN2CCC(c3ccccc3)CC2)cc1`?
DRD3 antagonist: -131*; PTHR1 agonist: 8%; EPAC2 antagonist: 0%; pAkt inh: inactive; Mm-Cpn inhibitor: 2%; EPAC2 ag: 13%; CCT modulator: -0.8; DRD3 agonist: 1

What do the screens show for `Cc1ccc2nc(SCC(=O)Nc3ccc4c(c3)OCCO4)nc(=O)n2c1`?
DRD3 antagonist: -24; PTHR1 agonist: inactive; EPAC2 antagonist: 2%; pAkt inh: inactive; Mm-Cpn inhibitor: -3%; EPAC2 ag: 1%; CCT modulator: 3.0; DRD3 agonist: 2

Results for CC(C)(C)OC(=O)CC(S(=O)(=O)c1ccccc1)S(=O)(=O)c1ccccc1 ?
DRD3 antagonist: -2; PTHR1 agonist: -52%[inhibitor]; EPAC2 antagonist: -11%; pAkt inh: inactive; EPAC2 ag: 11%; CCT modulator: -0.8; DRD3 agonist: -4

Reprinted from the part before: two entries; new compounds follow.
What do the screens show for `Cc1ccc2nc(SCC(=O)Nc3ccc4c(c3)OCCO4)nc(=O)n2c1`?
DRD3 antagonist: -24; PTHR1 agonist: inactive; EPAC2 antagonist: 2%; pAkt inh: inactive; Mm-Cpn inhibitor: -3%; EPAC2 ag: 1%; CCT modulator: 3.0; DRD3 agonist: 2

Results for CC(C)(C)OC(=O)CC(S(=O)(=O)c1ccccc1)S(=O)(=O)c1ccccc1 ?
DRD3 antagonist: -2; PTHR1 agonist: -52%[inhibitor]; EPAC2 antagonist: -11%; pAkt inh: inactive; EPAC2 ag: 11%; CCT modulator: -0.8; DRD3 agonist: -4

How did CCc1csc(CCNC(=O)C2CCC(=O)N(CCOC)C2)n1 (stereo not drawn) do in these assays?
DRD3 antagonist: 4; PTHR1 agonist: -15%; EPAC2 antagonist: 3%; pAkt inh: inactive; Mm-Cpn inhibitor: -1%; EPAC2 ag: 6%; CCT modulator: -0.8; DRD3 agonist: 0

Results for COC(=O)C1(Cc2cc(-c3cccc(Br)c3)no2)CCN(C(=O)OC(C)(C)C)CC1 ?
DRD3 antagonist: -22; PTHR1 agonist: -44%[inhibitor]; EPAC2 antagonist: inconclusive; pAkt inh: inactive; Mm-Cpn inhibitor: 0%; EPAC2 ag: 5%; CCT modulator: -1.9; DRD3 agonist: 5

How did COc1cc(F)ccc1-c1cc(C(=O)NCc2cc(C(F)(F)F)cc(C(F)(F)F)c2)[nH]n1 do in these assays?
DRD3 antagonist: 2; PTHR1 agonist: -19%; EPAC2 antagonist: 9%; pAkt inh: inactive; EPAC2 ag: -10%; CCT modulator: -1.8; DRD3 agonist: -1

What do the screens show for `COc1ccccc1NC(=O)CCCC(=O)OCC(=O)c1ccc(F)cc1`?
DRD3 antagonist: 0; PTHR1 agonist: -11%; EPAC2 antagonist: -11%; pAkt inh: inactive; Mm-Cpn inhibitor: -2%; EPAC2 ag: -7%; CCT modulator: -0.7; DRD3 agonist: -3

What do the screens show for `CC(=O)Nc1nc(C)c(Cc2ccccc2)c(=O)[nH]1`?
DRD3 antagonist: -5; PTHR1 agonist: -12%[57.5 µM]; EPAC2 antagonist: inconclusive; pAkt inh: inactive; Mm-Cpn inhibitor: 1%; EPAC2 ag: 7%; CCT modulator: 1.0; DRD3 agonist: 1

Results for Cc1nnc(SCC(=O)N(C)C2CCCCC2)n1C ?
DRD3 antagonist: 7; PTHR1 agonist: -21%; EPAC2 antagonist: 12%; pAkt inh: inactive; Mm-Cpn inhibitor: -3%; EPAC2 ag: 4%; CCT modulator: -0.7; DRD3 agonist: -8

What do the screens show for `O=c1cc(-c2ccco2)oc2ccccc12`?
DRD3 antagonist: 12; PTHR1 agonist: inactive; EPAC2 antagonist: -4%; pAkt inh: inactive; EPAC2 ag: 2%; CCT modulator: -0.5; DRD3 agonist: 1

How did O=C1CCCC(O)=C1N=Nc1cccc(S(=O)(=O)N2CCOCC2)c1 do in these assays?
DRD3 antagonist: -10; PTHR1 agonist: inactive; EPAC2 antagonist: 3%; pAkt inh: inactive; Mm-Cpn inhibitor: 0%; EPAC2 ag: 4%; CCT modulator: -0.4; DRD3 agonist: -4

How did COC(=O)c1[nH]c2ccc(Cl)cc2c1NC(=O)CCN1CCN(C2CCCCC2)CC1 do in these assays?
DRD3 antagonist: -21; PTHR1 agonist: inactive; EPAC2 antagonist: 10%; pAkt inh: inactive; Mm-Cpn inhibitor: 1%; EPAC2 ag: 1%; CCT modulator: 0.4; DRD3 agonist: -5

Only part of the results is shown; the hit share may differ from the screen's.
